Screening results deposited in PubChem by several laboratories.
Scp1 inh – inhibitors of human Scp-1 phosphatase; Q9GZU7; AID 493091; Recombinant Scp1, phosphopeptide, malachite green phosphate absorbance; inhibition, % at 20 µM; actives 0.88% (n = 340,000);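 active = inhibition above about 50% at 20 µM, limit read from the data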;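 note: plate controls were DMSO wells with enzyme for no effect and wells lacking enzyme for full effect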
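Test system: SCP-1 phosphatase catalytic domain, residues 76-261 | Compound dosing: One concentration, 20 µM, with 1.0% DMSO | Schedule: 45 min room-temperature reaction, 5 min colour, 30 min stabiliser | Detection: Absorbance at 630 nm | Read-out basis: % inhibition of SCP-1 phosphate liberation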
CSN inh – CSN deneddylation inhibition. AID 651999. actives 0.38% (n = 360,000). inhibition, % at 12.5 µM. Purified CSN, SCF-Nedd8-OG deneddylation, fluorescence polarization;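 active = pattern-corrected inhibition above about 35%, with an unprinted fluorescence ratio check between 0.5 and 1.5, limit read from the data, passing the limit was not always enough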;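 note: 0% = enzyme with substrate and 100% = substrate without enzyme; some results filed as inactive read as strong as hits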
Target sequence (Q92905 whole entry, looked up, one chain of several): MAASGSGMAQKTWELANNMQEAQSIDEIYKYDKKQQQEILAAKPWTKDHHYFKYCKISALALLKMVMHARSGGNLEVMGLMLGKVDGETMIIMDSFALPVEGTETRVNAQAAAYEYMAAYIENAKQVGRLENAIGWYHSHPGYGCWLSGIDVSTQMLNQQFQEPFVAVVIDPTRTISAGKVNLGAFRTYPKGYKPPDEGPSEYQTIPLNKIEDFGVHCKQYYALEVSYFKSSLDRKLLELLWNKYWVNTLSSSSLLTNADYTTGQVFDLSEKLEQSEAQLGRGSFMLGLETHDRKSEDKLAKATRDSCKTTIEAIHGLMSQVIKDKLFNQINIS
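Assay system: purified human Csn5 enzyme expressed in HEK293T cells; Input: 0.24 nM Csn5 enzyme, final concentration; Reagent: 10 nM SCFSkp2-Nedd8OG; Compound dosing: 12.5 µM single point; Times: reaction 90 min, room temperature; Technique: fluorescence polarization readout.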
Rpn11 block – blocks the human proteasome subunit Rpn11; human 26S proteasome, Ub4-pepOG fluorescence polarization; 20S core pre-blocked with epoxomicin; AID 588493; calls only at 20 µM; actives 0.59% (n = 360,000); O00487;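 active = inhibition at 20 µM, scaled to each plate's controls, above about 33%, limit read from the data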
LMPTP block – blocks human LMPTP phosphatase. P24666. recombinant LMPTP-A, OMFP fluorogenic substrate, fluorescence intensity. inhibition, % at 20 µM. actives 0.22% (n = 360,000);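 active = compounds that cut the enzyme signal by at least half of the control window in the single-dose screen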;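 note: plate controls were DMSO wells with enzyme plus substrate for no effect and substrate without enzyme for full effect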
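Test system: LMPTP-A phosphatase enzyme. Amount: LMPTP-A at 0.625 nM final in the reaction. Reagent: OMFP substrate, 400 µM final. Times: 50 min at room temperature. Signal: endpoint fluorescence intensity from OMFP dephosphorylation. Read-out basis: % inhibition. Benchmarks: no-enzyme and uninhibited controls.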
SUMO1 PPI mod – alters human SUMO1 binding to SIM partners; SUMO1 binding to a labelled peptide, TR-FRET, 1 h; inhibition, % at 20 µM; actives 0.33% (n = 360,000); AID 602429; in the data active = inhibition above about 37%
Target sequence (P63165 whole entry, looked up): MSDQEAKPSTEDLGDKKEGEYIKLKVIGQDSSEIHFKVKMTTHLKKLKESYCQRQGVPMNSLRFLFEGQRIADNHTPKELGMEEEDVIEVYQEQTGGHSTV
STEP block – inhibitors of human striatal-enriched phosphatase STEP. recombinant STEP, OMFP fluorogenic substrate, fluorescence. inhibition, % at 20 µM. actives 0.25% (n = 360,000). AID 588621;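 active = inhibition at 20 µM, scaled per plate between control wells, above about 37%, limit read from the data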;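 note: 0% = DMSO with enzyme and substrate and 100% = substrate only without enzyme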
Target sequence (P54829 whole entry, looked up): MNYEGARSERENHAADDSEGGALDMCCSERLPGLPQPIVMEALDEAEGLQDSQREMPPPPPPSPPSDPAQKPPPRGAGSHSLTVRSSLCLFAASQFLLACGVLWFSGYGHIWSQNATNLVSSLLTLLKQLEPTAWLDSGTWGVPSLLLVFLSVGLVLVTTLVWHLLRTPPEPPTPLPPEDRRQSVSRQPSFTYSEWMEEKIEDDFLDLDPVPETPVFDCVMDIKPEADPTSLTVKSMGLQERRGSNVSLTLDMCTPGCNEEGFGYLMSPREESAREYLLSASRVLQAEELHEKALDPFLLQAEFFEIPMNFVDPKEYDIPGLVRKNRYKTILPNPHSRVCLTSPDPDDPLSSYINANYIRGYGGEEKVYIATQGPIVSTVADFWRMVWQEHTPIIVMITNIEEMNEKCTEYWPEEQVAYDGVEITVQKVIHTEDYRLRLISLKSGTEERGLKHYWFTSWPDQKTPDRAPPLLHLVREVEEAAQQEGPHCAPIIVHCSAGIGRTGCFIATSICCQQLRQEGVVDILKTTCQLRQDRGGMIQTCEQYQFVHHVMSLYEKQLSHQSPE
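Assay system: isolated STEP enzyme. Buffer or medium: pH 6.0 Bis-Tris with DTT and Tween 20. Also added: fluorogenic phosphatase substrate OMFP at 25 µM final. Dosing: 20 µM, 1% DMSO. Timing: 20 min reaction, room temperature, in the dark. Measured by: fluorescence intensity, excitation 480 nm, emission 540 nm. Evaluation: normalized % inhibition.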
MsrA inhibitor – inhibits bovine methionine sulfoxide reductase A | purified bovine MsrA, absorbance read-out | actives 0.75% (n = 360,000) | AID 651718 | inhibition, % at 15.5 µM; in the data active = inhibition above about 4.5%;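 note: 0% = vehicle wells with enzyme and 100% = reference inhibitor wells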
DNMT1 inh – blocks human DNA methyltransferase DNMT1; P26358; DNMT1 molecular beacon, Hinp1I cleavage, fluorescence; inhibition (reported as % activation of signal), % at 10 µM; actives 0.83% (n = 360,000); AID 588458; in the data active = inhibition above about 50%
NadD block – NadD (S. aureus) enzyme inhibition; inhibition, % at 20 µM; actives 0.78% (n = 360,000); purified NadD enzyme, colorimetric absorbance read-out; in the data active = inhibition above about 26%; note: some compounds past the cut are filed as inactive
Tb MetRS inh – Trypanosoma brucei MetRS inhibition; actives 0.4% (n = 360,000); purified T. brucei MetRS, ATP depletion, Kinase-Glo luminescence; inhibition, % at 11.9 µM;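 active = inhibition above a per-plate cutoff of the control wells' mean inhibition plus 3 SD, cut at about 5.5% in these data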;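 note: 0% = DMSO wells median and 100% = median of wells with control inhibitor compound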
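Dosing: 11.9 µM single point; system: parasite MetRS enzyme; technique: luminescence of leftover ATP; times: 15 min enzyme-compound preincubation, 2 h reaction, 10 min detection, 25 °C; replicates: each compound tested once; read-out basis: percent inhibition relative to median high and low control wells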
Active calls of the source: *; i = inactive; . = not tested or not shown.

SMILES | Scp1 inh | CSN inh | Rpn11 block | LMPTP block | SUMO1 PPI mod | STEP block | MsrA inhibitor | DNMT1 inh | NadD block | Tb MetRS inh
CCN(CC)C(=O)Cn1c(=O)oc2ccccc21 | -30.5 | 6.5 | i | -0.8 | 6.1 | -2.1 | -1.0 | -0.2 | -4.8 | -0.3
CCOC(=O)C1CCN(CCC(=O)Nc2ccc(Br)c(C)c2)CC1 | -7.0 | 1.1 | i | -0.5 | -0.1 | -1.0 | -0.6 | 1.5 | -8.7 | 0.4
O=C(NS(=O)(=O)Nc1ccccc1)C1=C(N2CCCC2)COC1=O | 9.3 | -1.6 | i | 0.4 | 3.8 | -0.3 | -0.4 | 5.5 | -1.8 | -0.3
Nc1nc(SCC(=O)NCc2ccc3c(c2)OCO3)n[nH]1 | -4.1 | -6.2 | i | -1.0 | 0.7 | 2.1 | -0.2 | 0.3 | -1.0 | -0.2
CC(=O)Nc1cccc(-c2csc(Nc3ccccn3)n2)c1 | -9.4 | 13.6 | i | 1.2 | -0.4 | -1.8 | 0.6 | -8.0 | -5.0 | 0.5
CCc1nnc(NC(=O)c2ccc(Cl)c(S(=O)(=O)N3CCc4ccccc4C3)c2)s1 | -7.8 | 1.6 | i | -0.4 | -0.2 | -1.9 | -1.1 | 1.4 | 12.1 | -0.2
CC(OC(=O)c1nsc(Cl)c1Cl)C(=O)NCc1ccco1 (centres undefined) | 1.6 | -2.9 | i | -0.2 | 1.1 | -2.7 | 0.4 | 1.5 | -3.5 | -0.9
O=C(COC(=O)C1CCN(c2ccc(C(F)(F)F)cn2)CC1)NCc1ccc(F)cc1 | -6.9 | -1.1 | i | 2.2 | 6.8 | -0.9 | -0.4 | 0.5 | 1.1 | -0.4
COC(=O)NNC(=O)CCCOc1ccc(Cl)cc1Cl | -4.1 | -12.8 | i | -1.1 | 3.2 | -1.4 | -0.7 | -3.0 | -0.3 | 2.2
Cc1cccc(CN2CCN(C(c3ccccc3)c3ccc(Cl)cc3)CC2)c1 (centres undefined) | -6.2 | -3.8 | i | 4.2 | 1.5 | 6.3 | -1.3 | 4.6 | -1.6 | 0.2
O=C(c1ccco1)N(Cc1ccc([N+](=O)[O-])cc1)c1ccc(Br)cc1 | -13.9 | 4.1 | i | 1.9 | -21.3 | 0.1 | 0.6 | -6.5 | -5.1 | -0.2
Cc1cc(=O)oc2cc(Oc3ncccn3)ccc12 | 2.5 | -2.6 | i | -0.2 | -8.3 | -1.7 | 0.2 | 2.8 | 5.9 | -0.7
COc1cc2[nH]c(=S)n(Cc3ccc(F)cc3)c(=O)c2cc1OC | 2.0 | -8.7 | i | -1.7 | 5.8 | 0.8 | 0.3 | 6.2 | -3.9 | 2.0
N#C/C(=C\c1cn[nH]c1-c1ccccc1Br)C(=O)O | 3.5 | -2.9 | i | -1.1 | -5.9 | -3.2 | 0.4 | -1.1 | -5.0 | -0.9
COc1ccc(CCNC(=O)COC(=O)c2ccc[nH]c2=O)cc1 | -3.5 | 2.7 | i | -1.0 | 2.0 | 0.6 | 1.1 | -1.2 | 1.8 | -0.2
O=C(NCc1ccccc1Cl)c1ccc(Br)o1 | -9.6 | -2.3 | i | 0.2 | -1.4 | 0.8 | -0.7 | 0.1 | -4.1 | -0.5
C=CCN1C(=O)/C(=C2\SC(N3CCOCC3)=NC2=O)c2cc(Br)ccc21 | -7.6 | 4.2 | i | 4.2 | -12.8 | 6.0 | -1.4 | 3.8 | -7.6 | -0.4
Cc1ccc(S(=O)(=O)N2CCCCC2)cc1NC(=O)c1ccco1 | . | 0.2 | i | -1.6 | 0.3 | 3.8 | -0.9 | 0.2 | -8.1 | 0.5
CC(C)(C)Cc1nnc(NS(=O)(=O)c2ccc(F)cc2)s1 | -10.4 | 2.0 | i | -0.4 | 1.4 | 0.0 | 1.2 | -2.3 | -4.1 | 0.0
CCNC(=S)N1CCN(S(=O)(=O)c2cccc(C(F)(F)F)c2)CC1 | 6.8 | -8.1 | i | -1.9 | 4.9 | 1.9 | -0.4 | -6.3 | -1.3 | 0.5
CCCn1c(C)cc(-c2csc(NC(=O)CCc3nc4ccccc4c(=O)[nH]3)n2)c1C | 10.0 | 5.0 | i | 8.0 | 13.4 | 1.5 | 0.8 | 9.8 | 47.6* | -0.1
NC(=S)N1N=C(c2ccccc2)CC1=O | 2.2 | -1.7 | i | -0.7 | -1.5 | 0.0 | 1.3 | -12.2 | -0.1 | -0.4
O=c1n(CC2CO2)c(=O)n(CC2CO2)c(=O)n1CC1CO1 (centres undefined) | -4.7 | -4.3 | i | -0.4 | 2.0 | -1.5 | 0.4 | -0.3 | 2.3 | -0.2
O=C(CCc1nc2sc3c(c2c(=O)[nH]1)CCCC3)NCCOc1ccccc1 | -0.4 | 12.3 | i | 2.0 | -7.9 | 3.5 | -0.7 | 6.4 | 7.7 | -0.3

Full records as entered above. Screens in order: Scp1 inh	CSN inh	Rpn11 block	LMPTP block	SUMO1 PPI mod	STEP block	MsrA inhibitor	DNMT1 inh	NadD block	Tb MetRS inh
`O=C(NCc1ccccc1Cl)c1ccc(Br)o1` is entered as -9.6	-2.3	i	0.2	-1.4	0.8	-0.7	0.1	-4.1	-0.5
`O=C(CCc1nc2sc3c(c2c(=O)[nH]1)CCCC3)NCCOc1ccccc1` is entered as -0.4	12.3	i	2.0	-7.9	3.5	-0.7	6.4	7.7	-0.3
`COc1ccc(CCNC(=O)COC(=O)c2ccc[nH]c2=O)cc1` is entered as -3.5	2.7	i	-1.0	2.0	0.6	1.1	-1.2	1.8	-0.2
`C=CCN1C(=O)/C(=C2\SC(N3CCOCC3)=NC2=O)c2cc(Br)ccc21` is entered as -7.6	4.2	i	4.2	-12.8	6.0	-1.4	3.8	-7.6	-0.4

Additional entries.
SMILES | Scp1 inh | CSN inh | Rpn11 block | LMPTP block | SUMO1 PPI mod | STEP block | MsrA inhibitor | DNMT1 inh | NadD block | Tb MetRS inh
Cn1nc(-c2ccc(C(=O)NCC3CCCO3)cc2)c2ccccc2c1=O (centres undefined) | -2.0 | 3.3 | i | -1.3 | -0.2 | 0.6 | -0.4 | 4.9 | -0.5 | -1.3
C=CC[C@@H](CC(=O)N[C@@H](CO)Cc1ccccc1)C(=O)N[C@H](COC(=O)[C@@H](CC=C)Cc1ccc(F)cc1)Cc1c[nH]c2ccccc12 | -11.3 | -6.7 | i | 1.2 | 0.1 | -0.3 | -0.6 | -11.9 | -6.1 | 0.5
COc1cccc(NC(=O)CCC2CCN(C(=O)c3sccc3C)CC2)c1 | -4.5 | -2.2 | i | 0.5 | 4.2 | -0.2 | -0.4 | -0.8 | -1.4 | -0.4
O=C1c2ccccc2C(=O)N1CC1CO1 (centres undefined) | 1.8 | 1.8 | i | -0.2 | -5.9 | -0.1 | 0.9 | 2.1 | 1.0 | -0.4
CC(C)(C)c1cc(NCc2ccccn2)n2ncc(-c3ccc(Cl)cc3)c2n1 | -18.7 | -0.3 | i | 4.0 | 3.4 | -1.5 | 0.0 | -19.0 | 1.8 | -0.4
CCOC(=O)C1CCN(C(=O)c2cccc(NC3=NC4CS(=O)(=O)CC4S3)c2)CC1 (centres undefined) | -3.9 | -5.2 | i | -1.9 | 5.5 | -0.8 | 0.1 | 0.7 | -2.5 | -0.4
Cc1ccc(S(=O)(=O)N2CCC(C(=O)OC(C)C(=O)NC3CCCCC3C)CC2)cc1 (centres undefined) | -6.5 | -1.8 | i | -0.6 | 0.0 | -2.5 | 0.1 | -0.2 | -6.1 | -0.4
Cc1cc(C)n2nc(-c3cccnc3)nc2n1 | -11.2 | 4.0 | i | -1.2 | -0.8 | -0.7 | -0.3 | -5.4 | 1.6 | -1.5
COc1ccc(-n2c(=O)cc(N3CCN(c4ccccc4OC)CC3)[nH]c2=O)cc1 | -8.7 | -2.5 | i | -1.1 | 4.8 | 0.9 | -1.6 | 2.2 | -5.7 | 0.4
CC(NC(=O)NC1CCCCC1)C(c1cccs1)N1CCN(c2ccccc2)CC1 (centres undefined) | -11.2 | -2.8 | i | 0.4 | 6.4 | 1.5 | 0.0 | 2.0 | -3.6 | 0.1
COc1cccc(N/C=C/c2onc(C)c2[N+](=O)[O-])c1 | -1.1 | -0.1 | i | -0.5 | -7.7 | -3.0 | -0.5 | 30.3 | 0.0 | -0.1
CCCCCCc1ccc(N2C[C@H](C)[C@@H](CC(=O)NCc3ccccc3)C2=O)cc1 | -8.5 | -3.5 | i | 0.4 | 0.3 | 3.8 | 1.4 | 1.4 | -1.5 | -0.5
Cc1ccc(N(CC(=O)NCc2ccco2)C(=O)CCC(=O)Nc2nccs2)c(C)c1 | -5.3 | 3.2 | i | 1.2 | -0.8 | 2.4 | -1.8 | 3.3 | 1.2 | 0.1
O=C(CSCc1ccccc1Cl)NN=C1CCCCCC1 | 8.1 | 1.5 | i | -0.5 | 3.2 | -3.7 | 0.3 | 1.8 | -0.3 | 0.0
NC(CCc1ccccc1)c1csc(Nc2ccc(C(=O)NCCO)cc2)n1 (centres undefined) | . | 4.9 | i | 1.1 | 4.2 | 0.6 | 0.1 | -33.0 | 1.3 | 0.4
Cc1sc(NC(=O)CN(Cc2ccccc2)C(=O)C2CC2)c(C(N)=O)c1C | -3.0 | 5.6 | i | -0.5 | -1.4 | 0.8 | 0.1 | -4.3 | -0.2 | -0.6
O=C(CCCn1c(=O)[nH]c2ccsc2c1=O)N1CCCCC1 | -3.6 | 2.3 | i | 1.1 | -0.3 | -2.6 | -0.3 | -0.3 | -2.1 | -0.5
CCS(=O)(=O)N1Cc2ccccc2CC1C(=O)NCCc1ccccc1 (centres undefined) | -12.8 | -1.8 | i | 8.2 | 0.2 | 1.0 | 0.0 | -5.9 | 6.1 | 1.3
COCCN(CCOC)Cc1cc(=O)oc2cc(C)c(Cl)cc12 | . | 3.5 | i | -1.6 | 0.6 | -3.1 | 1.8 | 3.0 | -6.0 | -1.1
COc1ccc(Nc2nc(CC(C)=O)ns2)cc1 | 0.8 | 1.4 | i | 0.4 | -2.3 | 2.1 | 1.1 | -0.2 | 5.9 | 0.1
O=C(O)c1ccccc1NC(=O)C1CCN(S(=O)(=O)c2ccc3c(c2)OCCO3)CC1 | . | 2.8 | i | -1.1 | 13.6 | 1.6 | -0.1 | 8.4 | 0.9 | -0.5
COc1cc(CNCc2cccs2)ccc1OCc1ccccc1 | -3.8 | -4.9 | i | 0.1 | 1.7 | 2.6 | 0.3 | 2.7 | -1.0 | 0.3
CCOC(=O)C1(Cc2ccccc2)CCCN(Cc2ccc(OCC)c(CO)c2)C1 (centres undefined) | 4.2 | -4.8 | i | 0.3 | 3.4 | 1.3 | 0.7 | 5.0 | -4.2 | -0.6
